Screening data from PubChem BioAssay.
14-3-3 PPI: 14-3-3 gamma protein interaction modulation | P61981 | FP, 14-3-3gamma / TMR-pS259-Raf peptide binding | inhibition, % at 40 µM | 0.19% of 160,000 active | AID 422; in the data active = inhibition above about 30%;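 note: 0% = protein plus tracer without compound and 100% = blank with tracer alone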
Target sequence (P61981 whole entry, looked up): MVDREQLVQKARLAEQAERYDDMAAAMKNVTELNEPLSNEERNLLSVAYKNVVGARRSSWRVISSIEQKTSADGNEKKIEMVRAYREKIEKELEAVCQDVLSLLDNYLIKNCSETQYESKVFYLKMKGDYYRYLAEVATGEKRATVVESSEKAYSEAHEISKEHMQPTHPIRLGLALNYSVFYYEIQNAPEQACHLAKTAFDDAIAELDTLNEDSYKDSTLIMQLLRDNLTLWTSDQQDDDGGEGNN
* marks the source's active call; other numbers are inactive results; & = joins results of further samples.

14-3-3 PPI,SMILES
-10,Cc1cc(C(=O)COC(=O)C2=COCCO2)c(C)n1-c1ccc2c(c1)OCO2
-12,O=C1c2ccc3ccccc3c2C(=O)C1c1cc(=O)c2ccccc2[nH]1 (stereo unspecified)
2,Cc1oc(-c2ccccc2F)nc1CS(=O)CC(=O)NCc1ccc2c(c1)OCO2 (stereo unspecified)
0,C=CCN1C(=O)C(C)(C)N(C(C)=O)c2ccccc21
-8,Cc1cc(C)cc(NC(=O)C2C3C=CC4(O3)C2C(=O)N(CC2COc3ccccc3O2)C4C(=O)NC2CCCCC2)c1 (stereo unspecified)
-4,CCOC(=O)c1c(N)sc(C(=O)Nc2cccc(C(F)(F)F)c2)c1C
-152,CCCCOC(=O)C1=C(C)N(C)C(=O)NC1c1ccc(C(=O)OC)cc1 (stereo unspecified)
2,Cc1nn(-c2cccc(C(=O)O)c2)c(C)c1Oc1ccccc1O

(listing goes on)
14-3-3 PPI,SMILES
-11,COc1cccc2cc(-c3cn(-c4ccc(C)cc4)c(=S)[nH]3)c(=O)oc12
5,Cc1sc2ncn(CC(=O)NCC(=O)N3CCCCCC3)c(=O)c2c1C
-59,COc1ccc(C2NC3=C(CCCC3)C(C#N)(C#N)C2(C#N)C#N)cc1 (stereo unspecified)
-5&-3,Clc1ccc(Oc2nc(Oc3ccc(Cl)cc3)nc(N3CCOCC3)n2)cc1
-3,CCOc1ccc2[nH]c(=O)c(CN(Cc3ccc(F)cc3)C(=O)c3ccco3)cc2c1
0,O=C(NCCOc1ccccc1)C1CCCN1C(=O)c1cccs1 (stereo unspecified)
3,O=S(=O)(c1ccccc1)N1N=C2CCCCC2C1(O)C(F)(F)F (stereo unspecified)
-5,Cc1ccc(NC(=O)CCc2nc(-c3ccccc3F)no2)c(Br)c1

Next structures
14-3-3 PPI,SMILES
-3,Cc1cc(C)n(S(=O)(=O)c2ccc(Cl)s2)n1
1,Cc1cc(C)cc(NC(=O)c2cc3ccccc3o2)c1
-12,c1ccc2c(c1)nc1n2CCN1
-5,CCC(=O)N1CCc2cc(S(=O)(=O)NCc3ccco3)ccc21
-2,CN(C)c1ccc(C=Cc2nc3ccccc3c(=O)n2-c2ccc([N+](=O)[O-])cc2)cc1
-8,CCOC(=O)N1CCN(C(=O)c2cn(CC)c3cc(N4CCN(C)CC4)c(F)cc3c2=O)CC1
-2,O=C(Nc1ccccc1C#Cc1ccccc1NC(=O)c1ccccc1F)c1ccccc1F
2,O=C(CSc1nc2ccsc2c(=O)n1CCc1ccc(Cl)cc1)N1CCCC1

The results go on.
14-3-3 PPI,SMILES
17,COc1ccc(OC)c(-n2c(=S)[nH]c3cc(C(=O)Nc4ccccc4OC)ccc3c2=O)c1
0,Cc1nc2ncnn2c(N2CCN(C(=O)c3cccc(F)c3)CC2)c1Cc1ccccc1
-3,COc1ccc(-c2cc(-c3nc(-c4ccc(Cl)cc4)no3)c3ccccc3n2)cc1
-5,O=C1CC(c2cc3c(cc2Br)OCO3)c2cc3c(cc2N1)OCO3 (stereo unspecified)
1,COC(=O)C1=C(C)NC2=C(C(=O)CCC2)C1c1cccc(O)c1 (stereo unspecified)
1,COc1ccccc1Nc1cc(C)nc2c(C)c(C)cc([N+](=O)[O-])c12
-6,COC(=O)CSc1ncccc1-c1nc2ccccc2[nH]1
-6,CCn1c(SCC(=O)Nc2ccc(S(N)(=O)=O)cc2)nnc1-c1cccc(OC)c1

(next part)
14-3-3 PPI,SMILES
-8,CN(C)CCNC(=O)C1CCCN(c2nc3ccccc3o2)C1 (stereo unspecified)
-19,Cc1cc(C(F)F)n2nc(C(=O)Nc3ccccc3Br)nc2n1
-2,Brc1cccc(-c2nnc3sc(CNCCc4ccccc4)cn23)c1
-7,CCOc1ccc(N=C2SC(C(=O)Nc3ccc(Br)cc3)CC(=O)N2Cc2ccccc2)cc1 (stereo unspecified)
-8,O=C(C1CCC1)N1CCc2cc(S(=O)(=O)NCCN3CCN(c4ccccc4F)CC3)ccc21
-5,Cc1cccc(Nc2ncc3c(n2)CC(C)CC3=O)c1 (stereo unspecified)
-19,CCOC(=O)c1csc(NC(=O)c2cc(=O)c3ccccc3o2)n1
-25,CCCCN1COc2ccc3c4c(oc3c2C1)C(=O)c1ccccc1C4=O

Continued:
14-3-3 PPI,SMILES
0,COc1ccc2oc(=O)c(-c3csc(Nc4ccc(Br)cc4)n3)cc2c1
-6,COc1ccc(N=c2oc3c(OC)cccc3cc2C(=O)NCc2ccco2)c(OC)c1
-5,CCOC(=O)c1[nH]c2ccccc2c1NC(=O)C1CCCC1
0,COc1ccccc1N1CCN(C(=O)N2CCOCC2)CC1
-10,CCOc1ccccc1/C=c1\sc2ncnn2c1=O
-7,Cn1c(=O)c2cc(C(=O)N3CCN(c4ccc(F)cc4)CC3)sc2c2ccccc21
3,CC(=O)Nc1ccc(S(=O)(=O)N2CCN(C(C)CCc3ccccc3)CC2)cc1 (stereo unspecified)
1,CCOc1ccc(N2C(=O)C3C4c5ccccc5C(C(C)O)(c5ccccc54)C3C2=O)c([N+](=O)[O-])c1 (stereo unspecified)

More compounds follow:
14-3-3 PPI,SMILES
-2,O=C(O)c1[nH]c2ccccc2c1CC(=O)N1CCCC1
-4,CCC1CCCCN1C(=O)C1CCCN(S(=O)(=O)c2cccc3nsnc23)C1 (stereo unspecified)
-2,CCCOC(=O)c1[nH]c2c(c1C)C(=O)CC(c1ccccc1)C2 (stereo unspecified)
-1,C=C(C)CSc1nc2c(c(=O)n(C)c(=O)n2C)n1Cc1cccc(C)c1
-41,CCN1CCN(C(=O)C2CCN(Cc3nc(-c4cccc(Cl)c4)oc3C)CC2)CC1
-2,COc1ccc(C2NC(=O)NC(C)=C2C(=O)OCCOc2ccccc2)c(OC)c1 (stereo unspecified)
-3,O=c1oc(-c2ccc(Br)cc2)nc2sc3c(c12)CCC3
-4,COC(=O)c1ccccc1NC(=O)C1CCCN(S(=O)(=O)c2ccccc2)C1 (stereo unspecified)

Continuation.
14-3-3 PPI,SMILES
-1,Cn1c(=O)c2c(nc(N3CCCCC3)n2Cc2ccc(Cl)cc2)n(C)c1=O
-1,COc1ccc(NC(=O)c2noc3c2CCc2cc(OC)ccc2-3)cc1
-3,Cc1cc(=O)[nH]c(SCc2nc3ccccc3n2C)n1
-8,CCOC(=O)c1nnn(-c2ccccc2C#N)c1C
-15,O=C(Nc1ccccc1F)c1ccc([N+](=O)[O-])cc1Cl
0,CCCCC1CCC(C(=O)Nc2c3c(nn2-c2cccc(C)c2C)CS(=O)(=O)C3)CC1 (stereo unspecified)
-10,Cc1cc(NS(=O)(=O)c2ccc(NS(=O)(=O)c3ccc(CC(C)C)cc3)cc2)nc(C)n1
1,CCOC(=O)C(=O)N1N=C(C(F)(F)F)CC1(O)C(C)(C)C (stereo unspecified)

Going on with the list.
14-3-3 PPI,SMILES
-19,CC(C)CNC(=O)c1cc2nc(-c3ccccc3)cc(-c3ccccc3)n2n1
0,COC(=O)COc1ccc(Br)cc1
-2,CCN1CCN(S(=O)(=O)c2ccc(C(C)(C)C)cc2)CC1
-10,O=C1CCC(=O)N1OCCCOc1ccc2c(c1)CCC2
-4,Cc1ccccc1Cn1c(CN2CCN(c3ccc(F)cc3)CC2)nc2c1c(=O)n(C)c(=O)n2C
-9,CCOC(=O)C1CCCN(S(=O)(=O)c2ccc3c(c2)CCC(=O)N3)C1 (stereo unspecified)
-5,COc1ccc(NS(=O)(=O)c2ccc(N3C(=O)c4ccccc4C3=O)cc2)cc1
0,CCOC(=O)c1cc2c(=O)n3ccccc3nc2n(C)c1=NC(=O)c1c(-c2ccccc2Cl)noc1C

Next section:
14-3-3 PPI,SMILES
-6,O=C1CN(C(=O)COC(=O)CCC(=O)c2ccc3c(c2)OCCO3)c2ccccc2N1
0,O=C(Nc1ccc(N2CCOCC2)c(Cl)c1)c1ccc(F)cc1
10,O=C(NCC1OCCc2ccccc21)C(c1ccccc1)c1ccccc1 (stereo unspecified)
-6,Cc1ccccc1Cn1cc(S(=O)(=O)CC(=O)Nc2nccs2)c2ccccc21
0,Cn1c(=O)[nH]c(=O)c2c1nc(SCC(=O)O)n2CCc1ccccc1
-2,C1=C(c2ccccc2)CCN(c2nc3ccccc3n3cnnc23)C1
2,COc1ccc(CC(=O)NCc2n[nH]c(=S)n2-c2ccc(Br)cc2)cc1
4,CC1CC(=S)Nc2ccccc2N1Cc1ccccc1 (stereo unspecified)

Following part:
14-3-3 PPI,SMILES
-17,CCOC(=O)c1cc2c(=O)n3ccccc3nc2n(C2CCCCC2)c1=NC(=O)c1cccnc1
-3,O=C(Nc1cccc(C(F)(F)F)c1)c1ccc(Oc2ccc(C(F)(F)F)cc2[N+](=O)[O-])cc1
-4,CCOC(=O)Cn1c(CN(Cc2ccccc2)Cc2ccccc2)nc2c1c(=O)[nH]c(=O)n2C
-1,Cc1ccc(S(=O)(=O)NCC2CCC(C(=O)NCc3ccccc3Cl)CC2)cc1 (stereo unspecified)
-10,NCCSSCCN
8,Cc1cc(C)nc(SCc2nnc(SCC#N)n2-c2cccc(Cl)c2)n1
-11,COc1cc(NC(=O)CSc2nc3[nH]ncc3c(=O)n2-c2ccc(Cl)c(C)c2)cc(OC)c1OC
-9,COc1cccc(-n2cc(C(=O)NCCC(=O)N3CCN(c4ccccc4F)CC3)c3ccccc3c2=O)c1

Carrying on:
14-3-3 PPI,SMILES
0,CCc1ccccc1N(CC(=O)N1CCN(c2ccc(F)cc2)CC1)S(C)(=O)=O
12,CCOC(=O)c1sc2nc(C)nc(Nc3cccc([N+](=O)[O-])c3)c2c1C
-1,CCCCN(C)C(=O)c1ccc2c(c1)N(CC)C(=O)c1ccccc1S2(=O)=O
-7,COc1ccc(S(=O)(=O)N2CCN(CC(=O)Nc3ccccc3C(F)(F)F)CC2)cc1
-1,CC1CC(C)CN(S(=O)(=O)c2ccc(F)c(C(=O)Nc3ccc(Br)cc3)c2)C1 (stereo unspecified)
-2,CCN1C(=O)NC(c2ccccc2[N+](=O)[O-])C(C(=O)OC)=C1C (stereo unspecified)
-31,CCN(CCCNC(=O)c1cccn2c(=O)c3ccccc3nc12)c1ccccc1
3,CCOc1ccc2c(c1)C(=C1SC(C(=O)OC)=C(C(=O)OC)S1)C(=S)C(C)(C)N2C(=O)CN1C(=O)C2CCCCC2C1=O (stereo unspecified)

Next section:
14-3-3 PPI,SMILES
-10,CC1CCCC(C)N1CCNC(=O)CCn1nc(-c2ccc(Cl)cc2)ccc1=O (stereo unspecified)
6,Cc1ccc(SCc2oc3ccc(O)c(CN(C)C)c3c2C(=O)O)cc1
-9,CCCSc1nnc2c(n1)OC(c1cc(OC)c(O)c(OC)c1)Nc1ccccc1-2 (stereo unspecified)
-6,COc1cccc(NC(=O)Cn2cnc3ccc(S(=O)(=O)N4CCC(C)CC4)cc3c2=O)c1
-2,C=CCN1C(=S)SC2CS(=O)(=O)CC21C (stereo unspecified)
1,NS(=O)(=O)c1ccc(NC(=O)c2cc3c(n(-c4ccc(Cl)cc4)c2=O)CCCC3=O)cc1
1,CCCc1cc(N2CCN(c3ccccn3)CC2)n2nc(C)c(-c3ccccc3)c2n1
-2,CCCCc1nc(N2CCOCC2)c(C#N)c2c1COC(C)(C)C2

Remaining list, next part:
14-3-3 PPI,SMILES
-2,COC(=O)C1(C(F)(F)F)N=C2C=CC(Cl)=CN2C(c2ccc(C)cc2)=N1 (stereo unspecified)
8,CC(=O)N1CCc2cc(S(=O)(=O)NC(C)c3ccccc3)ccc21 (stereo unspecified)
2&-3,CCOc1ccc(NC(=O)N(C2CCCCC2)C(C)c2ccncc2)cc1 (stereo unspecified)
5,COc1ccc(N2CCN(CC(=O)Nc3ccc(-n4cnnn4)cc3)CC2)cc1
-35,CC(=O)Nc1ccc(-c2nc3cc(S(=O)(=O)c4ccc5oc(-c6ccc(NC(C)=O)cc6)nc5c4)ccc3o2)cc1
-4,CC(=O)Oc1ccc(Oc2ccc(-c3noc(C)n3)cc2)cc1
-1,Cn1c(=O)[nH]c(=O)c2c1nc(Sc1ccccc1)n2CCc1ccccc1
-9,O=C(Nc1ccc2nn(-c3ccccc3)nc2c1)c1ccc([N+](=O)[O-])o1

More entries follow:
14-3-3 PPI,SMILES
-18,COc1cc(OC)c(C(c2c(C)[nH]c3ccccc23)c2c(C)[nH]c3ccccc23)c(OC)c1
-7,O=C(CCN1N=C(c2ccccc2)CCC1=O)NCc1ccccc1
-3,CC1(C)Cc2c(c(N3CCOCC3)nc3sc4c(SCCc5ccccc5)ncnc4c23)CO1
-165,COc1ccccc1Nc1ncnc2c1cnn2-c1ccc(C)cc1C
-7,O=S(=O)(Nc1cccc(Br)c1)c1ccc(Cl)s1
-5,O=C(O)Cn1cnc2scc(-c3cccs3)c2c1=O
-5,Cc1ccc(OCC(=O)N2CCN(C(=O)CCC3CCCC3)CC2)cc1
-1,CCN(CC)S(=O)(=O)c1ccc(C(=O)Nc2nnc(C(C)C)s2)cc1

Given bar-delimited: part of the list above.
SMILES | 14-3-3 PPI
Cc1ccc(OCC(=O)N2CCN(C(=O)CCC3CCCC3)CC2)cc1 | -5
CCN(CC)S(=O)(=O)c1ccc(C(=O)Nc2nnc(C(C)C)s2)cc1 | -1
O=S(=O)(Nc1cccc(Br)c1)c1ccc(Cl)s1 | -7
COc1cc(OC)c(C(c2c(C)[nH]c3ccccc23)c2c(C)[nH]c3ccccc23)c(OC)c1 | -18
COc1ccccc1Nc1ncnc2c1cnn2-c1ccc(C)cc1C | -165
CC1(C)Cc2c(c(N3CCOCC3)nc3sc4c(SCCc5ccccc5)ncnc4c23)CO1 | -3

More entries follow.
14-3-3 PPI,SMILES
-36,COc1ccc2nc(-n3c(C)ccc3C)sc2c1
-2,COc1cc(CN(C)C)c(O)c(CN(C)C)c1
5,COc1ccc(/C(O)=C2\C(=O)C(=O)N(c3cc(C)on3)C2c2cccc(OC)c2OC)cc1C (stereo unspecified)
-6&-8,Cc1ccc(CNC(=O)C2CCCN(c3nc4ccccc4o3)C2)cc1 (stereo unspecified)

3 compounds out of the list above, ordered by the value under 14-3-3 PPI, smallest number first:
structure	14-3-3 PPI
COc1ccc2nc(-n3c(C)ccc3C)sc2c1	-36
COc1cc(CN(C)C)c(O)c(CN(C)C)c1	-2
COc1ccc(/C(O)=C2\C(=O)C(=O)N(c3cc(C)on3)C2c2cccc(OC)c2OC)cc1C (stereo unspecified)	5

These rows are one share of the data; count on the stated rates, not on these rows.
